Bioassay records as filed in PubChem.
MITF act = MITF TRPM1 promoter activation in melanoma cells; SK-MEL-5 TRPM1-promoter luciferase, 24 h; % of positive control, neutral wells = 0; activation, % at 12.5 µM; actives 0.75% (n = 300,000);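 active means mean activation of at least 80% with every replicate also reaching 80%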;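 further: 0% = neutral control wells and 100% = parthenolide positive control wells; values of inactives mirror those of a sister screen read the other way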
phage Ecoli inh = E. coli growth loss with phage present; AID 651602; actives 0.26% (n = 360,000); growth absorbance; inhibition, % at 11.9 µM; in the data active means inhibition above about 11%
Tat export inh = E. coli Tat transport inhibition | E. coli MC4100 TorA-mCherry Tat export, fluorescence | inhibition, % at 10 µM | actives 0.036% (n = 340,000) | AID 488895;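 active means mean replicate inhibition at least 50% and at least half of replicates individually reaching 50%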;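 further: exported cargo escapes ClpAP degradation while cytoplasmic cargo is degraded and loses fluorescence; 0% = median of neutral control wells and 100% = median of NaSCN control wells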
AddAB inh = less growth of phage-infected E. coli with AddAB; E. coli expressing H. pylori AddAB, absorbance growth; inhibition, % at 11.9 µM; actives 0.29% (n = 330,000); in the data active means inhibition above about 12%;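 further: 0% = vehicle wells of infected cells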
Wnt act = activates Wnt/beta-catenin signaling in a reporter cell assay; activation, % at 9.35 µM; activator, plate reader; actives 1.2% (n = 300,000); in the data active means activation above about 30%, passing the limit was not always enough;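 further: 0% = neutral control wells and 100% = positive control wells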
CAL PDZ FP-1 = inhibitors of human CAL PDZ peptide binding; Q9HD26; purified CAL PDZ, TMR-peptide fluorescence polarization, 1 h; inhibition, % at 24.9 µM; actives 0.92% (n = 300,000); AID 602252;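 active means mean inhibition of at least 30% with at least half of replicates also reaching 30%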;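 further: 0% = DMSO neutral control and 100% = excess unlabeled competitor peptide PRC23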
SR-BI DiI-HDL act = enhances SR-BI lipid uptake from DiI-HDL | activation, % at 12.5 µM | CHO ldlA[mSR-BI] cells, DiI-HDL uptake fluorescence, 3 h; 100 = double the neutral-control signal | AID 504775 | actives 0.096% (n = 320,000);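 active means mean replicate activation of at least 60% and every replicate at or above 60%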;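 further: 0% = median plate neutral-control signal and 100% = twice that signal; values of inactives mirror those of a sister screen read the other way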
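Test system: SR-BI-overexpressing, LDLR-lacking CHO cells; Also added: labelled HDL, 10 µg/mL; Measured by: bottom-read cell fluorescence after medium removal, ex 550/em 595 nm; Timing: 3 h uptake period with compound, 37 °C; Buffer or medium: F12, 0.5% BSA, 25 mM HEPES; Doses: single compound concentration, delivered by pin transfer.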
CAL PDZ FP-2 = blocks peptide binding to human CAL PDZ domain; AID 504414; purified CAL PDZ, TMR-peptide fluorescence polarization, 1 h; inhibition, % at 20 µM; actives 0.02% (n = 330,000);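 active means highest replicate inhibition of at least 40%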;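 further: plate controls were DMSO neutral control wells for no effect and unlabeled competitor peptide control wells for full effect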
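Control set: unlabelled peptide and DMSO controls / Material: purified CerCALP PDZ construct / Timing: 1 h incubation at room temperature before polarization reading / Doses: 20 µM, one dose / Detection: fluorescence polarization (mP)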
SR-BI HDL uptake = mouse SR-BI HDL lipid transfer inhibition | Q61009 | inhibition, % at 12.5 µM | ldlA[mSR-BI] CHO cells, DiI-HDL uptake fluorescence, 3 h | actives 0.96% (n = 320,000);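 active means mean replicate inhibition of at least 70% and a set share of replicates each scoring 70 or more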;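 further: 0% = median of neutral control wells and 100% = median of positive control wells; values of inactives mirror those of a sister screen read the other way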
Target sequence (Q61009 whole entry, looked up): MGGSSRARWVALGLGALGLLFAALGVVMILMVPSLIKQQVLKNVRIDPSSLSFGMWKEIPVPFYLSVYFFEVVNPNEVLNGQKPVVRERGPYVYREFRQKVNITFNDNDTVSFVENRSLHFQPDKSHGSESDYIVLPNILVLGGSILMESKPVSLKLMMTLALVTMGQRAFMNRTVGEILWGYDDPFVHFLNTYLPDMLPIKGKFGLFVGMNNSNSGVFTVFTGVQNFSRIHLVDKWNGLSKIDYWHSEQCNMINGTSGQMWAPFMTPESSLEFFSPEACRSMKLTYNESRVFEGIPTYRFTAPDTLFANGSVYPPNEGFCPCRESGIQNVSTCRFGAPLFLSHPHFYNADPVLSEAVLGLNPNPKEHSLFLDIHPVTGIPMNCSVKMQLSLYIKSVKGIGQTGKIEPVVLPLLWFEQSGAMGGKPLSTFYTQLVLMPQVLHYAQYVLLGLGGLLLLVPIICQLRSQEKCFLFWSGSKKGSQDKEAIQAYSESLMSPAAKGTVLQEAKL
E coli growth = reduces bacterial viability in AddAB counter-screen; E. coli V3065 growth, OD600 absorbance, 18 h; inhibition, % at 11.9 µM; AID 449728; actives 0.27% (n = 330,000);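 active means inhibition above the campaign's mean inhibition across all tested compounds plus 3 SD, cut at about 9.9% in these data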;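 further: uninfected addAB+ strain grown without phage in ampicillin broth; 0% = DMSO wells and 100% = ciprofloxacin 0.95 µg/ml wells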
Active calls of the source: *; nt = no result given.

SMILES | MITF act | phage Ecoli inh | Tat export inh | AddAB inh | Wnt act | CAL PDZ FP-1 | SR-BI DiI-HDL act | CAL PDZ FP-2 | SR-BI HDL uptake | E coli growth
O=C(NC(=S)NCc1ccc(F)cc1)c1ccccc1 | 7 | 2.2 | -3 | 0.7 | nt | 0 | 4 | -0.6 | -4 | -1.7
Brc1cc2c(cc1COc1ccc(-c3nn[nH]n3)cc1)OCO2 | 6 | 1.1 | -6 | -0.1 | nt | nt | 27 | -0.6 | -27 | -0.8
CC(C)c1ccc(C2(C)NC(=O)N(CC(=O)N3CCN(C(=O)c4cccs4)CC3)C2=O)cc1 (stereo not drawn) | -10 | 2.8 | 1 | 0.1 | 0 | -5 | 17 | -1.9 | -17 | 1.1
CSCC[C@H](NC(=O)C1CCN(C(=O)[C@H](Cc2ccccc2)NS(=O)(=O)c2ccc(C)cc2)CC1)C(=O)O | 10 | 0.9 | 4 | -1.2 | 2 | -2 | 40 | -0.7 | -40 | -0.8
O=C(COc1ccc(Br)cc1)NNC(=S)NCc1ccccc1 | -4 | 0.2 | 6 | 0.5 | -1 | -4 | 1 | 1.0 | -1 | -1.6
COc1ccc(-c2noc(CSc3nnc(-c4ccccc4)n3C)n2)cc1 | 9 | nt | 2 | -1.6 | 0 | nt | -5 | -0.6 | 5 | -0.7
CCN(CC)CCCNC(=O)c1cc(Nc2ccc(OC)cc2OC)nc2ccccc12 | 8 | 2.3 | 5 | -1.8 | 4 | -3 | -32 | -0.2 | 32 | -2.6
CCc1ccc(CCC(=O)Nc2nccs2)o1 | 37 | 4.0 | 1 | 1.1 | nt | -4 | 15 | -0.6 | -15 | 0.1
COc1ccc(NC(=O)c2cccn(CC=C(C)C)c2=O)cc1 | 26 | 5.7 | 5 | 0.9 | 1 | 4 | -11 | -0.1 | 11 | -1.1
Cn1c(SCC(=O)NCc2ccco2)nnc1C1CC1 | 3 | 3.0 | 0 | 1.8 | 0 | nt | 13 | 1.1 | -13 | 1.1
COCCCN(C(=O)Nc1cccc(Cl)c1)C(C)c1ccccn1 (stereo not drawn) | nt | 0.7 | 5 | 1.0 | nt | 0 | -12 | -0.3 | 12 | 0.2
COc1ccccc1NC(=O)CSc1nnc(COc2ccccc2C)o1 | -6 | -1.0 | -3 | 3.4 | 0 | -5 | 3 | -3.4 | -3 | 0.2
CCCCC(=O)N1CCCC(C)C1 (stereo not drawn) | -10 | -0.2 | 1 | 1.9 | 1 | 11 | -3 | -0.2 | 3 | -0.3
CC(C)(C)C(=O)NCCN1C(=O)S/C(=C\c2ccc([N+](=O)[O-])cc2)C1=O | 3 | 3.6 | -4 | -0.2 | -2 | -1 | -11 | -2.2 | 11 | 1.8
O=C(Sc1ccccc1)c1cccc(Cn2cc(C(F)(F)F)ccc2=O)c1 | nt | 2.8 | 9 | -0.1 | -1 | nt | -1 | -0.6 | 1 | -0.6
COc1cccc(CNC(=O)CCC2CCCN(c3cc(C)nc(N4CCCC4)n3)C2)c1 (stereo not drawn) | 0 | 4.1 | -5 | 3.6 | -10 | -2 | 18 | 0.0 | -18 | 1.5
CC(=O)Oc1cc(C)cc2oc(=O)cc(-c3ccccc3)c12 | -2 | 0.9 | -5 | 1.5 | -7 | 10 | 4 | -0.6 | -4 | 0.8
Cc1ccc(C(=O)CC2C(=O)N(c3ccccc3)C(=S)N2c2ccccc2)cc1 (stereo not drawn) | 1 | 1.5 | 10 | 4.0 | nt | -3 | 23 | -3.8 | -23 | 1.8
CCCCOc1ccccc1C1C(C(N)=O)=C(C)Nc2nnnn21 (stereo not drawn) | 3 | 0.6 | 3 | 1.6 | 16 | -3 | -6 | -2.0 | 6 | -0.7
Cc1cc(C(=O)CSc2nnc(Nc3ccccc3F)s2)c(C)n1CC1CCCO1 (stereo not drawn) | 4 | 0.0 | -7 | nt | -3 | -2 | -37 | -1.4 | 37 | nt
O=C(c1cc(C2CC2)on1)N1CCN(C(c2ccccc2)c2ccccc2)CC1 | nt | -0.1 | 7 | 5.0 | -4 | nt | 13 | 0.3 | -13 | -1.9
O=C(COc1ccccc1[N+](=O)[O-])Nc1ccc(NC(=O)c2cc3ccccc3o2)cc1 | -14 | 3.8 | -13 | 1.2 | -11 | 0 | -42 | -3.0 | 42 | -0.2
CCC(C)NC(=O)Cn1c(-c2ccccc2)cc(C(C)=O)c1C (stereo not drawn) | 10 | 1.8 | -6 | 2.2 | -5 | -1 | -18 | -2.5 | 18 | -1.2
CN(C)C(=O)COC(=O)c1cccc(CN2C(=O)c3ccccc3C2=O)c1 | -7 | 3.0 | -2 | 0.3 | -1 | -5 | 14 | nt | -14 | -0.4
O=C(COC(=O)c1cc(Cl)cc(Cl)c1)NCCN1C(=O)CSC1=O | 15 | 5.2 | -4 | 1.4 | -4 | -1 | -12 | -0.8 | 12 | -1.8
COc1ccc(CC(NC(C)=O)C(=O)NC2CCN(C(=O)c3ccc(Cl)cc3)CC2)cc1 (stereo not drawn) | 4 | 3.0 | -7 | nt | -4 | -1 | nt | -0.3 | nt | nt
Cc1ccc(SC(C)C(=O)NCCC2=CCCCC2)cc1 (stereo not drawn) | 1 | 3.1 | 4 | 0.9 | -1 | -5 | 32 | 0.1 | -32 | -1.0
O=C(O)c1ccccc1C(=O)Nc1ccc(Oc2ccccc2)cc1 | nt | -0.1 | nt | -1.6 | 3 | nt | nt | nt | nt | -3.3
Cc1c(Cl)cccc1NC(=O)CSc1nccn1C | 16 | 1.4 | 0 | -0.1 | 4 | -4 | 7 | -0.3 | -7 | 1.7
COC(=O)C1=C(C(=O)OC)[C@]2([C@@H]3CC=CCN[C@@H](Cc4ccccc4)C(=O)N3Cc3ccccc3)C=C[C@H]1O2 | -2 | 5.2 | 3 | nt | -3 | -1 | 27 | -0.8 | -27 | nt
O=C(Cn1nc(C(=O)O)c2ccccc2c1=O)c1cc(F)ccc1F | 17 | 3.8 | -5 | 0.5 | -1 | 2 | nt | -1.0 | nt | -0.8
O=C(C#Cc1ccccc1)Nc1ccc(F)cc1 | nt | -0.5 | -5 | 3.8 | 8 | -5 | -18 | -0.5 | 18 | -0.9
O=C(COC(=O)c1ccc(Br)cc1)NCC1CCCO1 (stereo not drawn) | 16 | 2.9 | -4 | -0.9 | -1 | -5 | 15 | -0.4 | -15 | 2.8
CCN1C[C@@H]2[C@@H]3C(=O)N(Cc4ccccc4)C(=O)[C@@H]3[C@](CC)(C1=O)N2C(=O)c1ccc(Cl)c(Cl)c1 | -1 | nt | -1 | nt | nt | -2 | 14 | -0.7 | -14 | nt
O=C(O)C(Cc1c[nH]c2ccccc12)NS(=O)(=O)c1cccc2nsnc12 (stereo not drawn) | -12 | 2.4 | 2 | 2.2 | -5 | 3 | 26 | -1.3 | -26 | -0.4
CCc1cccc(NC(=S)N(CCOC)C(C)c2ccco2)c1 (stereo not drawn) | -13 | 2.4 | 5 | 2.5 | 1 | -2 | nt | -2.5 | nt | 0.6
Cc1ccc(S(=O)(=O)c2ccc([N+](=O)[O-])cn2)cc1 | -88 | 0.5 | -20 | 0.4 | -12 | -4 | 21 | -0.3 | -21 | 2.2
CCOc1ccc(-c2cc(C(=O)O)c3ccccc3n2)c(OCC)c1 | -5 | 2.6 | 22 | 0.7 | nt | nt | 40 | -0.7 | -40 | -0.9
Cn1ccc2ccc(C3=CC(=O)C[C@H](c4ccc(F)cc4)C3)cc21 | 7 | 1.8 | 4 | 3.2 | -1 | 0 | -2 | -1.9 | 2 | 1.8
COc1ccc(OC)c(CN2CCC(Cc3ccccc3)CC2)c1 | nt | 1.7 | -1 | 3.2 | -2 | 1 | -1 | -1.0 | 1 | 1.4
O=C1c2ccccc2NC2(CCCC2)N1NS(=O)(=O)c1ccccc1 | 7 | 4.0 | -5 | 2.3 | 0 | 1 | 19 | -0.8 | -19 | 2.6
O=C1C=C(c2ccc(Cl)cc2)OC2(CCCC2)O1 | 0 | 2.2 | 4 | 0.8 | nt | -2 | nt | -3.1 | nt | 0.6
CCCC(=O)Nc1nnc(SCC(=O)N2C(C)CCCC2C)s1 (stereo not drawn) | -6 | 2.6 | -2 | 1.5 | 1 | -3 | nt | -0.4 | nt | 0.1
O=C(CSc1nc(-c2ccco2)cc(C(F)(F)F)n1)NCCCn1ccnc1 | 5 | 2.8 | 19 | 0.4 | -2 | nt | 12 | -2.2 | -12 | -0.6
Cc1cccc(-n2c(C)cc(C(=O)NC3CCCCC3)c2C)c1 | 63 | 2.7 | -7 | 5.0 | 21 | -2 | -10 | -0.6 | 10 | -0.9
NC1=NC[C@@H](Cc2ccc(O)cc2)N1CCc1cccc2ccccc12 | -7 | 4.9 | 12 | 0.8 | -3 | -6 | -13 | -1.0 | 13 | 0.3
CCC1OC(=O)C(C)C(OC2C[C@@](C)(OC)C(O)C(C)O2)C(C)C(O[C@@H]2OC(C)CC(N(C)C)C2O)[C@](C)(O)CC(C)C(=NOCOCCOC)C(C)C(O)[C@]1(C)O (stereo partly drawn) | -4 | 12* | 7 | 8.6 | -1 | 2 | 0 | 0.1 | 0 | 10.0*
CCCCCOc1ccc(/C=C/C(=O)NCCc2nc3ccccc3[nH]2)cc1OC | -2 | 4.9 | 1 | 1.6 | -1 | 10 | -13 | -1.5 | 13 | 0.9
NC(=O)C1CCN(C(=O)/C=C/c2cccc(Br)c2)CC1 | -10 | 2.0 | 24 | -0.4 | 3 | 1 | -1 | -2.3 | 1 | -0.8
Nc1cc(=O)[nH]c(SCC(=O)NC2CCCCCCC2)n1 | 10 | 1.8 | -5 | -1.3 | 0 | -2 | 6 | -1.3 | -6 | 0.5
Following part:
SMILES | MITF act | phage Ecoli inh | Tat export inh | AddAB inh | Wnt act | CAL PDZ FP-1 | SR-BI DiI-HDL act | CAL PDZ FP-2 | SR-BI HDL uptake | E coli growth
O=C(Nc1cccc(O)c1)c1cccc(S(=O)(=O)N2CCCCCC2)c1 | 32 | 1.8 | 4 | nt | 7 | -4 | 3 | -0.1 | -3 | nt
O=C(Nc1ccccn1)Nc1ccccc1Cl | nt | 2.1 | -1 | 5.3 | 11 | 31* | 12 | 3.3 | -12 | 1.6
COc1ccccc1-n1c(C)nc2cc(C(=O)NCc3ccc4c(c3)OCO4)ccc21 | 6 | 1.4 | 11 | -4.2 | -1 | -4 | 43 | -2.5 | -43 | -1.8
Cc1cc(=O)n2[nH]c(SCc3ccc(Cl)cc3)nc2n1 | -6 | 1.6 | -2 | 1.0 | 2 | nt | 10 | -0.6 | -10 | 3.2
O=C(NCc1ccccc1)C1=C[C@@H](c2ccc(Br)cc2)C[C@@H](OCc2ccc(CO)cc2)O1 | -2 | 0.3 | 6 | 2.9 | -1 | 1 | 14 | -0.2 | -14 | 1.3
Cc1ccc(C(C)C)c(OCCNC(=O)c2ccccc2O)c1 | nt | 5.2 | 1 | -0.6 | 1 | 2 | -37 | -0.3 | 37 | -2.7
COc1ccc(CCNC(=O)c2c(N)no[n+]2[O-])cc1OC | -6 | 3.2 | -9 | 2.5 | 2 | -2 | -1 | 0.8 | 1 | 0.8
